Source: PubChem BioAssay (National Center for Advancing Translational Sciences (NCATS))
SNCA viab count – GF-AFC viability counterscreen for inhibitors of alpha-synuclein gene (SNCA) expression; HEK-293-SNCA-luc viability, GF-AFC fluorescence, 24 h; Potency, µM (doses to about 57.1 µM), without a hit: at the top dose activity change, negative = cytotoxicity, actives largely listed as cytotoxic; 150,000 compounds, 0.12% hits; AID 1671193, 2021;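 note: potency is the fitted concentration of half-maximal effect; 0% = DMSO-treated cells and -100% = medium-only wells without cells; nearly all actives have a fitted effect of over 30% in size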
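HEK-293-SNCA-luc cells (1500/well) plated 24 h, then exposed 24 h to a dilution series; GF-AFC added 30 min at 37C, fluorescence 405/540 nm; normalised to medium-only and DMSO wells, Hill fit.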
HEK293 tox – Cytotoxic Profiling in HEK 293 Cell Line of Diverse Libraries Using Quantitative High-Throughput Screening | HEK 293 viability, ATP luminescence (CellTiter-Glo), 48-72 h | Potency, µM (titrated, usually from 115 µM), inactives show at the highest dose activity change, negative = cytotoxicity, usual class: inhibitors | 94,000 compounds, 6.6% hits | AID 1345083, 2018; note: potency is the fitted concentration of half-maximal effect; nearly all actives have a fitted effect of over 60% in size
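250 HEK 293 cells/well; compound by pintool; incubated 48 or 72 hr at 37 degree Celsius; CellTiter-Glo added, 10 min RT, luminescence imaged.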
Luciferase inh – Firefly luciferase inhibition profiling of diverse chemical library using quantitative high-throughput screening; Luciferin 4-monooxygenase (Photinus pyralis), P08659; Potency, µM (series often up to 115 µM), for the others: top-dose activity change, negative = inhibition, usual class: inhibitors; 76,000 compounds, 2.5% hits; purified P. pyralis luciferase, luminescence, biochemical; note: potency is the fitted concentration of half-maximal effect; nearly all actives have a fitted effect of over 65% in size
Target sequence (P08659 whole entry, looked up): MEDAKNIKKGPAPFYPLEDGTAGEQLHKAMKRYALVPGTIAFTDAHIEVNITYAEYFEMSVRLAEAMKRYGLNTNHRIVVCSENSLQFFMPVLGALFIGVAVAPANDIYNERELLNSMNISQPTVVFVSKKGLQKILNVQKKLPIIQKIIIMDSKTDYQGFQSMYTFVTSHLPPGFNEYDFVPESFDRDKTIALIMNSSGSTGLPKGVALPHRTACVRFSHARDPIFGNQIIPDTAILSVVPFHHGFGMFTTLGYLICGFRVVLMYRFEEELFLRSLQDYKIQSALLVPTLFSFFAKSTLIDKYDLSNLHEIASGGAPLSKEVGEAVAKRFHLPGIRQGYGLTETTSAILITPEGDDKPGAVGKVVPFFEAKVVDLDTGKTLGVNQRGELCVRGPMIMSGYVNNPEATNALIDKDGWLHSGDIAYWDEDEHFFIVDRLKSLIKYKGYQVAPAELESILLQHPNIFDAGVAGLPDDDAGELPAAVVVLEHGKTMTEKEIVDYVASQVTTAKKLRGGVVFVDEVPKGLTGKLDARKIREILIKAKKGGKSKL
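Luminescence read by CCD imager after adding enzyme (10nM final) to wells holding compound, titrated in qHTS. Substrates 10uM each D-luciferin and ATP; buffer 50mM Tris acetate pH 7.5, 10mM Mg acetate, Tween-20, BSA.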
SNCA expr inh – Primary qHTS assay for inhibitors of alpha-synuclein gene (SNCA) expression. 140,000 compounds, 0.17% hits. HEK-293 SNCA-luciferase knock-in, luminescence, 24 h. Potency, µM (series often up to 57.2 µM), for the others: top-dose activity change, negative = inhibition, most hits filed as inhibitors. AID 1671194, 2021;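 note: potency is the fitted concentration of half-maximal effect; plate controls were DMSO cells for no effect and cell-free wells for full effect; nearly all actives have a fitted effect of over 45% in size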
IP6K1 inhibitor – Primary qHTS assay for small molecule inhibitors of Inositol hexaphosphate kinase 1 (IP6K1). activity change, % (series mostly up to about 58 µM). Inositol hexakisphosphate kinase 1 (Homo sapiens), Q92551. IP6K1 kinase, ADP-Glo luminescence, 2 h; hits give low values. 140,000 compounds, 0.81% hits; in the data active = activity change below about -25%
Target sequence (Q92551 whole entry, looked up): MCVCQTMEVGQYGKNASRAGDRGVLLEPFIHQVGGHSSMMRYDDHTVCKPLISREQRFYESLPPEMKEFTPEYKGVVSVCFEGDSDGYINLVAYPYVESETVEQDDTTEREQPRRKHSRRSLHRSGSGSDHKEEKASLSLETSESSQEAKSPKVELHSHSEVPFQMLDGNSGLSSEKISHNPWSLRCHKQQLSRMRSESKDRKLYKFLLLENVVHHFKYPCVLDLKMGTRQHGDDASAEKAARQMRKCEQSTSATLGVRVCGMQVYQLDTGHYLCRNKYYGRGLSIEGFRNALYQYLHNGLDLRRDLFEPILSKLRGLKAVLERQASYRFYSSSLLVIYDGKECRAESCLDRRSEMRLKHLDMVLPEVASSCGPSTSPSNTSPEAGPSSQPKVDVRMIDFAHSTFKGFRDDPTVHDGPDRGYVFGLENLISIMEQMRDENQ
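ADP-Glo luminescence measures ADP made by human IP6K1 during a 2 h RT reaction with ATP/IP6 (mix at 1.3 mM/130 uM); top library doses 57.5 and 19.1 uM final.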
3T3 cytotox – Cytotoxic Profiling in NIH 3T3 Cell Line of Diverse Libraries Using Quantitative High-Throughput Screening; NIH 3T3 viability, CellTiter-Glo ATP luminescence, 48-72 h; 94,000 compounds, 4.3% hits; Potency, µM (highest dose often 96.7 µM), for inactives: at the highest dose activity change, negative = cytotoxicity, usual class: inhibitors; AID 1345082, 2018; note: potency is the fitted concentration of half-maximal effect; nearly all actives have a fitted effect of over 55% in size
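Cells were seeded at 400 per well, treated with pin-transferred compound, and kept 48 or 72 hr at 37 °C before CellTiter-Glo addition and luminescence imaging of cellular ATP.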
GPT2 inhibitor – Primary qHTS assay for inhibitors of Glutamate pyruvate transaminase 2 (GPT2). 100,000 compounds, 0.25% hits. Potency, µM (highest dose often 57.7 µM), inactives show at the highest dose activity change, negative = inhibition, most hits filed as inhibitors. Recombinant GPT2, coupled pyruvate oxidase/HRP Amplex Red fluorescence; note: potency is the fitted concentration of half-maximal effect; nearly all actives have a fitted effect of over 60% in size; many of its hits are not listed in these tables
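Recombinant GPT2 (10ng/uL) with 250uM a-KG and 2mM L-alanine, 30 min at room temperature, in HEPES pH 7.5 buffer. Pyruvate detected by pyruvate oxidase/HRP/Amplex Red fluorescence after 30 min in the dark; AOA (50uM) as positive control.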
Starred values were filed as active, the others as inactive; i = inactive; ? = inconclusive; . = no result given; & = joins results of further samples; [ ] = another dose, or the depositor's remark. Unless noted, calls come from the whole dose curve; as a rule, active = well fitted curve in the direction sought with a large enough effect; inconclusive = small, poorly fitted or top-dose-only effect, or another doubt; inactive = no such curve, though single readings can be large; an effect the other way counts as inactive or inconclusive. Unless noted, % is set by controls: 0 for no effect and ±100 for the full control effect.

SMILES	Luciferase inh	3T3 cytotox	GPT2 inhibitor	IP6K1 inhibitor	SNCA viab count	HEK293 tox	SNCA expr inh
COC(=O)N1CCN(Cc2ccccc2-c2ccccc2F)CC1	.	?	-13%	-16	3%	?	1%
COc1cccc(CC(=O)Nc2ccc3nc(N4CCC(C)CC4)cc(C)c3c2)c1	.	.	.	9	-1%	.	-19%
O=C(CCCn1c(=O)c2ccccc2n(CC(=O)Nc2ccc(F)cc2F)c1=O)NCc1ccccc1Cl	.	.	.	9	-6%	.	31%
O=C(Cn1cccc1-c1nc(-c2ccccc2)no1)NCc1ccccc1Cl	0%	-6%	i	-10	3%	-12%	9%
CCC(=O)OCC(=O)[C@@]1(OC(=O)CC)[C@@H](C)C[C@@H]2[C@H]3CCC4=CC(=O)C=C[C@]4(C)[C@@]3(F)[C@@H](O)C[C@@]21C	.	.	i	.	-4%	.	24%
CC(=O)N1CCN(c2cc(Cl)ncn2)C(=O)C1	.	-1%[138 µM]	i	1	2%[87.6 µM]	1%[172 µM]	3%[87.6 µM]
CCC(=O)N(C1CCOCC1)C1CCN(S(=O)(=O)c2c(C)nn(C)c2C)CC1	4%	?	5%	-3	4%	6%	-27%
COC(=O)C(NC(=O)CCc1c(C)nc2cc(-c3cccc(F)c3)nn2c1C)C(C)C (stereo not given)	.	.	.	-12	2%	.	?
Cc1ccccc1C(=O)NC1CCN(c2nc3ncccc3o2)C1 (stereo not given)	.	-6%[138 µM]	i	26	-6%[87.6 µM]	i	-2%[87.6 µM]
Cc1cn2nc(C(=O)N3CCN(c4cccc(Cl)c4)CC3)cc2c(N2CCCC2)n1	9%	?	?	6	-6%	?	-17%
COc1ccccc1-c1nnc([C@H]2CCN(Cc3ccc(F)cc3)C2)o1	12%[172 µM]	-7%[138 µM]	-1%[88.5 µM]	-7	-4%[87.6 µM]	-23%[172 µM]	4%[87.6 µM]
COc1ccc(-c2ccccc2C(=O)N2CCC(NC(=O)c3ccccc3Cl)CC2)nn1	.	-19%	.	-5	.	3%	.
Fc1ccccc1-c1cnc2n[nH]c(-c3ccccc3)c2n1	-25%[230 µM]	89µM*	4%[88.5 µM]	6	-13%[87.6 µM]	112µM*	?
CCCCN(Cc1cc2ccccc2[nH]c1=O)C(=O)c1cccc(Cl)c1	.	.	.	4	-12%	.	-8%
O=C(c1n[nH]c(=O)c2ccccc12)N1CCCCCC1c1nnc(-c2ccccc2)o1 (stereo not given)	2%	?	-2%	-17	-14%	?	19%
CCOC(=O)N1CC(CN2C(=O)c3c(c(C)nn3-c3ccccc3)C2C2CC2)C1 (stereo not given)	.	40µM*	.	3	.	35µM*	.
CC(=O)NCC(=O)NC1CC(C)(C)Cc2nc(N(C)Cc3ccccc3)ncc21 (stereo not given)	-4%	0%	i	30	5%	i	-12%
CCOc1cc2c(cc1OCC)C(CC(=O)O)N(C(=O)Nc1ccccc1C(F)(F)F)CC2 (stereo not given)	.	.	.	-2	-13%	.	32%[activator]
CCOC(=O)Cn1c(=O)n(C2CCCCC2)c2nc(-c3ccc(CC)cc3)nc(C(N)=O)c21	.	.	.	13	3%	.	3%
CC1CCN(S(=O)(=O)c2ccc3c(c2)N(CC(=O)NC(C)C)C(=O)CS3)CC1	.	.	.	0	-9%	.	14%

Three entries from above, arranged by molar mass, descending:
SMILES	Luciferase inh	3T3 cytotox	GPT2 inhibitor	IP6K1 inhibitor	SNCA viab count	HEK293 tox	SNCA expr inh
CCC(=O)OCC(=O)[C@@]1(OC(=O)CC)[C@@H](C)C[C@@H]2[C@H]3CCC4=CC(=O)C=C[C@]4(C)[C@@]3(F)[C@@H](O)C[C@@]21C	.	.	i	.	-4%	.	24%
CCC(=O)N(C1CCOCC1)C1CCN(S(=O)(=O)c2c(C)nn(C)c2C)CC1	4%	?	5%	-3	4%	6%	-27%
Fc1ccccc1-c1cnc2n[nH]c(-c3ccccc3)c2n1	-25%[230 µM]	89µM*	4%[88.5 µM]	6	-13%[87.6 µM]	112µM*	?

(cont.)
SMILES	Luciferase inh	3T3 cytotox	GPT2 inhibitor	IP6K1 inhibitor	SNCA viab count	HEK293 tox	SNCA expr inh
O=C(Nc1ccc(F)cc1)C1CCN(c2nc3ncccc3o2)CC1	.	-14%	1%	14	3%	3%	-22%
CN(C)CCN1CC2(CCCN(C(=O)CN(C)c3ccccc3)C2)CCC1=O (stereo not given)	-8%	?	-1%	0	0%	i	1%
CN(C)CC1(O)CCC2(CCN(C(=O)CC3CCCC3)CC2)CC1	2%	-27%	5%	-8	1%	-22%	8%
O=C(O)Cn1ccc2cc(OCCc3cccc(-c4cccnc4)c3)cnc21	?	?	-1%[88.5 µM]	-19	6%[87.6 µM]	2%[172 µM]	3%[87.6 µM]
CN1CCCCCCN(C(=O)COc2ccc(F)cc2)[C@H]2CCC[C@H]2C1=O	7%	-29%	i	8	-10%	-31%	-3%
O=C(c1ccccc1Cl)N1CCc2c(nc3cc(-c4ccccc4)[nH]n3c2=O)C1	?	i	i	14	4%	-6%	-13%
O=C1Nc2ccccc2CNC12CCN(Cc1ccc(C(F)(F)F)cc1)CC2	.	-4%	-4%	14	-10%	?	-27%
Cc1nnc(-c2cc(-c3cccc(O)c3)ccn2)n1-c1ccccc1	-17%[172 µM]	?	-4%[88.5 µM]	-3	-15%[87.6 µM]	?	12%[87.6 µM]
COCC(=O)N1CCN(Cc2ccccc2-c2cccnc2)CC1	.	-25%[138 µM]	i	5	7%[12.5 µM]	-17%[172 µM]	-7%[87.6 µM]
CN(C)CCC(c1ccc(Cl)cc1)c1ccccn1 (stereo not given)	.	.	i	.	-5%	.	1%
CC1CCN(S(=O)(=O)c2cc3c4c(c2)CC(=O)N4CCC3)CC1	.	.	.	9	8%	.	7%
COc1ccc(CNC(=O)N2CC(Oc3cccc(-c4nc(C)no4)c3)C2)cc1	-10%	?	i	3	-18%	?	?
CC(C)CNC(=O)Cc1c[nH]c2ncc(-c3cnn(C)c3)cc12	0%[172 µM]	45µM*	-14%[88.5 µM]	-14	-2%[87.6 µM]	-22%[172 µM]	5%[87.6 µM]
Cc1sc2c(c1C)c(=O)n(-c1ccc(Cl)cc1)c(=O)n2CC(=O)c1ccccc1	.	.	.	11	-10%	.	-9%
COC(=O)[C@@H]1C[C@@H](NC(=O)c2cc(-c3ccc(C)o3)[nH]n2)CN1C	-3%	i	i	-13	-1%	5%	-1%
O=C(CCC(=O)c1ccc(F)cc1)Nc1ccc(Cl)cc1	.	.	.	30	19%	.	27%
Cc1oc(-c2ccc(Cl)cc2)nc1CN1CCCC(C(=O)NCCc2ccc(Cl)cc2)C1 (stereo not given)	.	.	.	-3	17%	.	-7%
CC(C)CN(CCCNC(=O)c1cc(=O)[nH]c2ccc(S(=O)(=O)N3CCCCCC3)cc12)CC(C)C	.	.	.	28	1%	.	-14%
COc1ccc(Nc2nnc(-c3cc4c(ccc5ccccc54)oc3=O)s2)cc1	.	.	.	20	12%	.	45%[activator]
Cc1ccc(C2(C(=O)N[C@@H]3COCC[C@@H]3OCc3ccccc3)CC2)cc1	0%	?	i	13	-23%	45µM*	-5%
CN1CCCN(C(=O)c2ccccc2)c2ccccc21	-21%	?	i	53	1%	-20%	15%
CCn1c(=O)c(=O)n(CC)c2cc(N3CCCCC3)c(NC(=O)c3ccccc3OC)cc21	.	.	.	-13	0%	.	-5%
CCOCCCNC(=O)CCC(=O)NNc1nc2ccccc2c2nc(-c3ccccc3)nn12	.	.	.	28	-18%	.	1%
CCOCCn1nc(CC)c2nc(N3CCC(C(=O)O)CC3)nc(Nc3cc(C)ccn3)c21	.	.	?	4	-37%	.	.
COc1ccc(Cl)cc1C(=O)N1[C@@H]2CC[C@H]1CC(NC(=O)c1ccncc1)C2 (stereo not given in full)	-7%	-16%	0%	11	-8%	-10%	-4%
COc1ccc(OCc2nc3ccccc3n2Cc2ccc(C(C)(C)C)cc2)cc1	.	.	.	-1	7%	.	143%[activator]
Cc1ncsc1C1N(C2CCNCC2)C(=O)C12CCCC2 (stereo not given)	2%	i	2%	-4	0%[12.5 µM]	i	?
COc1ccc(CN2CCNc3cc(Nc4ccccc4)ncc3C2)cn1	5µM*	56µM*	0%[88.5 µM]	1	?	112µM*	-6%[87.6 µM]
O=S(=O)(c1cccnc1)N1CCCCC1CCc1cccs1 (stereo not given)	7%	?	i	2	-5%	?	-13%
O=C1NCc2ccccc2CC12CCN(Cc1ccc(Br)cc1)C2 (stereo not given)	.	?	3%	-9	-14%	?	1%
CCC(C)NC(=O)N1CC(Oc2ccc(-c3noc(C4CCOCC4)n3)cc2)C1 (stereo not given)	-4%	?	i	8	-13%	?	?
O=C(CCn1ccn2nc3c(c2c1=O)CCCC3)Nc1ccc(Oc2ccccc2)cc1	-2%	-29%	-23%	30	1%	?	-12%
CCN1CC(c2ccccc2)CC2(CCN(C(=O)c3ccc(C)nc3)CC2)C1 (stereo not given)	2%	-15%	-34%	14	-3%	1%	-24%
COc1ccc(C)cc1NC(=O)C(=O)NCC1(c2ccccc2)CCCC1	.	.	.	22	4%	.	-7%
COc1ccc(CNC(=O)C[C@@H]2C[C@H]3O[C@H](CN)[C@@H](O)[C@H]3O2)cc1	0%[172 µM]	-16%[174 µM]	-1%[88.5 µM]	0	3%[87.6 µM]	-2%[172 µM]	-1%[87.6 µM]
Fc1ccc(-c2noc([C@@H]3CCCN3Cc3ccc(Cl)cc3)n2)nc1	5%[172 µM]	-18%[174 µM]	4%[88.5 µM]	9	1%[87.6 µM]	?	13%[87.6 µM]
O=C(Cc1ccc(N2CCNC2=O)cc1)N1CCC2(CC1)[C@H](O)C[C@@H]2O	8%	-5%	1%	-2	0%	i	3%
COc1ccc(-c2nc(CN3CCC(C(=O)NCc4ccc(F)cc4)CC3)c(C)o2)cc1OC	.	.	.	24	-15%	.	21%
O=C(Cc1c[nH]c2ncc(-c3cn[nH]c3)cc12)NCc1cccnc1	0%[172 µM]	?	2%[88.5 µM]	-16	4%[87.6 µM]	-13%[172 µM]	7%[87.6 µM]
O=C(NC1CC1)c1nc(-c2ccc(F)cc2)c2cnccn12	-4%[172 µM]	?	-6%	0&-16	4%[87.6 µM]	?	-4%[87.6 µM]
COC1CCC12CCN(C(=O)C1CC1)CC2 (stereo not given)	5%	i	i	-12	0%	0%	6%
Cc1cc(C)n2nc(CC(=O)NC[C@@H]3C[C@H](F)CN3)nc2n1	17%	-7%	-8%	6	3%	-3%	5%

An excerpt. The share of hits here may be higher or lower than overall.
